Bioassay records deposited in PubChem by several laboratories.
Insulin prom up: insulin promoter activators in MIN6 cells, imaging, high-content screening, mouse beta cells | MIN6 insulin promoter-GFP reporter; active compounds read high | z-score at 5 µM | hit rate 0.3% among 190,000 | AID 1625, 2009;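 active means z-score above 3 at 5 µM with at least 500 cells counted in the well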
Dynein transport: inhibitors of GR-EGFP nuclear translocation, primary screen, dynein cargo transport inhibitor project, imaging, high-content, 3617.4 mouse cells | AID 1381, 2008 | z-score, hits read low | hit rate 0.47% among 220,000 | test concentration mostly 20 µM; stimulated with dexamethasone, 1 µM; active compounds read low;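 active means plate z-score of nuclear minus cytoplasmic receptor signal below a set negative limit, without overly bright fluorescence or cell loss, cut at about -3.5 in these data, passing the limit was not always enough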;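 further: z-score of nuclear minus cytoplasmic ring GR-EGFP intensity difference per well; some compounds called inactive have numbers as strong as hits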
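Buffer or medium: Induction medium lacking tetracycline, stripped serum | Also added: Dexamethasone agonist, 1.0 µM final, for 30 min | Timing: 48 h induction, 1 h compound, 30 min dex at 37 °C | Detection: Formaldehyde fixation, Hoechst nuclear stain, 10x automated fluorescence imaging | Measure: Nuclear versus cytoplasmic GR-EGFP signal, averaged per well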
MT stabilizer: microtubule stabilizers in HeLa cells, primary screen, imaging, high-content imaging; % tubulin-high responders, % at 10 µM; hit rate 0.83% among 200,000; HeLa tubulin immunostaining HCS, 24 h; share of cells brighter than vehicle mean+2SD;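 active means plate Z-score above 3 for both tubulin-high and condensed-nucleus cell shares, with cell loss under 80%, at 10 µM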;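 further: anti alpha tubulin signal scored within the nucleus-defined area of each cell; some results filed as inactive read as strong as hits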
PMI inhibitors: inhibitors of human PMI, primary screen, biochemical, fluorescence intensity, coupled assay (AID 1209). Mannose-6-phosphate isomerase (Homo sapiens). purified PMI enzyme, coupled fluorescence intensity; higher % means a stronger effect. one-dose inhibition, % at 20 µM; IC50 in µM for titrated hits. hit rate 0.42% among 190,000; in the data active means inhibition above about 50%;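 further: plate controls were DMSO vehicle for no effect and wells lacking substrate for full effect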
bCat nuc transl: modulators of beta-catenin nuclear translocation, primary screen, imaging, HeLa cells, immunofluorescence, high-content; nuclear translocation activity, % at 5 µM; hit rate 0.3% among 190,000; AID 1665, 2009;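 active means nuclear translocation activity above 50% at 5 µM, with a well cell count of 50 or more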;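 further: per-cell ratio of nuclear to cytoplasmic median beta-catenin stain intensity; plate controls were DMSO negative control for no effect and GSK-3 inhibitor IX positive control for full effect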
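System: Human HeLa cells, endogenous beta-catenin | Compound dosing: 5 µM primary, 0.02–20 µM confirmation | Timing: 24 h compound exposure at 37°C, 5% CO2 | Measured by: Fluorescence imaging of beta-catenin antibody stain plus DAPI | Read-out basis: % activation of per-cell nuclear versus cytoplasmic median beta-catenin signal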
Myeloid diff 2: induction of myeloid progenitor differentiation, primary screen, cell-based, flow cytometry, MLPCN library; ER-HoxA9 myeloid progenitors, lysozyme-GFP differentiation; hit rate 1% among 360,000; calls only at 10 µM;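 active means normalized GFP-positive differentiation at or above the plate's own cutoff, the solvent-only control mean plus 3 SD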;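 further: cells exposed to compound for four days before flow analysis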
TNAP activators: human TNAP enzyme activators, primary screen, biochemical, luminescent, no phosphate acceptor, uHTS (AID 1001); activation fold at 20 µM, or EC50 in µM where a hit was titrated; hit rate 0.03% among 200,000; purified TNAP, luminescent activation assay, no phosphate acceptor; higher activation fold means a stronger effect; Alkaline phosphatase, tissue-nonspecific isozyme (Homo sapiens); in the data active means activation fold from about 3, or a potency from the dose series; inactive means the rest, 99 in 100 with activation fold below about 1.6; further: many of its hits are not listed in these tables
Lipid droplet: inhibitors of hepatocyte lipid droplet formation, primary screen, imaging, high-throughput imaging, BODIPY stain; AML12 mouse hepatocytes, oleate lipid droplets; inhibition, % at 6.5 µM; hit rate 0.4% among 240,000; AID 1656, 2009;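 active means lipid droplet intensity inhibited by at least 50%, with more than 500 cells counted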
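Test system: AML12 mouse liver cells; schedule: overnight exposure; technique: high-content imaging of BODIPY-stained droplets and DAPI nuclei; read-out: % inhibition of corrected integrated BODIPY droplet signal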
T cell HTS: modulators of CD8 T cell-vesicle binding, primary screen, mouse 2C CD8+ T cells, flow cytometry | hit rate 0.068% among 330,000 | 2C CD8+ T cell-vesicle binding; active compounds read low | calls only at 7 µM;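 active means response, share of CD8 T cells binding vesicles, and their 90th percentile fluorescence all below set limits, cut at about 80% in these data, passing the limit was not always enough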
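Benchmarks: naked versus QL9-loaded vesicles / Assay system: purified 2C TCR transgenic mouse naive CD8+ T cells / Technique: high-throughput flow cytometry with anti-B7-1 and anti-CD8 staining / Timing: Cell–vesicle co-incubation 1.5 h at 37 °C, staining 20 min on ice / Read-out: percent CD8+ FL2 mean versus row control / Probe or stimulus: QL9-loaded Drosophila micro-vesicles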
Dynein transport cytoplasmic EGFP: recorded beside Dynein transport, whose call it bears; z-score; measured here: cytoplasmic GR-EGFP intensity; active compounds read high
Dynein transport nuclear GR-EGFP: recorded beside Dynein transport, whose call it bears; z-score; measured here: nuclear GR-EGFP intensity;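 lower value marks the stronger effect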
Dynein transport cell count: further read-out of Dynein transport, marked with its call; z-score; measured here: cell count per field
Insulin prom up cell count: recorded beside Insulin prom up, whose call it bears; cell count; measured here: cytotoxicity, nuclei count;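 total cells summed across four imaged fields per well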
Lipid droplet cells 6.5 µM: second read-out of Lipid droplet, no call of its own (marks repeat the call); cell count; measured here: cell count, cytotoxicity flag;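 cells counted across two imaged fields per well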
bCat nuc transl cell count 5 µM: further read-out of bCat nuc transl, marked with its call; cell count; measured here: cell count, cytotoxicity flag
T cell HTS vesicle-bound %: also measured in T cell HTS; calls as there; double positive events, %; measured here: CD8+ vesicle-bound cell fraction;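 binding gate set so that unloaded-vesicle control wells show 10% double positive cells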
MT stabilizer Hoechst-high %: also measured in MT stabilizer; calls as there; % Hoechst-high responders; measured here: nuclear condensation Hoechst responders;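 share of cells brighter than vehicle mean plus two SD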
MT stabilizer cytotoxicity %: further read-out of MT stabilizer, marked with its call; toxicity, %; measured here: cytotoxicity by cell density;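 0% = mean cell density of plate MIN control wells and 100% = no cells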
Myeloid diff 2 GFP+ MAC1+ %: further read-out of Myeloid diff 2, marked with its call; GFP+ MAC1+ double positive, %; measured here: differentiation confirmed by MAC1 staining
The depositor's hits bear a star; i = inactive; . = no result given.

SMILES	Insulin prom up	Insulin prom up cell count	Dynein transport	Dynein transport cytoplasmic EGFP	Dynein transport nuclear GR-EGFP	Dynein transport cell count	MT stabilizer	MT stabilizer Hoechst-high %	MT stabilizer cytotoxicity %	PMI inhibitors	bCat nuc transl	bCat nuc transl cell count 5 µM	Myeloid diff 2	Myeloid diff 2 GFP+ MAC1+ %	TNAP activators	Lipid droplet	Lipid droplet cells 6.5 µM	T cell HTS	T cell HTS vesicle-bound %
CCCC(=O)Nc1nnc(SCC(=O)Nc2ccc3c(c2)OCCO3)s1	0.01	1219	1.4	-0.26	0.87	-0.99	4.0	1.8	4.2	2%	-2.5	1117	i	0.2	1.1	6	715	i	8
NS(=O)(=O)c1ccc(CCNC(=O)CCCCCn2c(=S)[nH]c3ccc(Br)cc3c2=O)cc1	0.42	1415	-0.92	-0.09	-0.42	0.48	3.3	2.3	0.4	-7%	-4.8	1042	i	0.8	1.1	1	655	i	48
C/C=C/CSc1nc2c(c(=O)[nH]c(=O)n2C)n1CCC	0.27	1262	0.085	-0.24	0.076	-0.35	10	14	7.9	0%	1.0	660	i	0.5	1.2	.	.	i	42
CCc1ccc(NC(=O)CSC2=C(C#N)C(c3ccc4c(c3)OCO4)CC(=O)N2)cc1 (stereo not drawn)	.	.	0.73	-0.28	0.43	-1.9	5.7	2.6	13	.	.	.	i	5.2	.	.	.	i	33
COC(=O)c1ccc2c(=O)n(Cc3ccc(C(=O)NC(C)C)cc3)c(=S)[nH]c2c1	0.81	1530	-0.19	-0.11	-0.2	-0.048	3.3	1.7	8.6	-15%	-2.6	1019	i	0.4	1.1	0	671	i	61
CCC(=O)N(Cc1ccc(S(N)(=O)=O)cc1)C1CC(=O)N(c2ccccc2)C1=O (stereo not drawn)	0.64	1681	-0.4	-0.3	-0.29	0.59	1.1	1.9	1.8	-4%	-2.0	1035	i	0.3	0.9	-5	703	i	30
CCOc1cc(S(=O)(=O)NC2CC2)c(OCC)cc1-n1cnnn1	0.29	907	-1.3	-0.15	-0.67	1.2	0.9	1.2	5.9	5%	-5.0	1098	i	5.1	1	-4	794	.	.
O=C(O)/C(=C1\OC(=O)c2ccccc21)c1ccccc1	.	.	-1.1	-0.24	-0.43	-0.15	3.8	2.4	4.0	-29%	-1.4	1173	i	0.8	1	-22	733	i	53
COc1cc(NC(=O)CSc2nc3ccccc3n2-c2ccccc2)c(C)cc1[N+](=O)[O-]	-2.6	1060	-0.69	0.029	-0.68	1.4	2.6	1.9	7.6	-3%	.	.	i	1.3	1	-3	658	i	42
CCn1c(SC(C)C(=O)NC2CCCc3ccccc32)nnc1-c1cccs1 (stereo not drawn)	-1.2	979	-0.8	-0.14	-0.16	0.33	1.4	0.6	8.6	-1%	.	.	i	3.0	1.1	-16	807	i	52
COc1ccccc1N1CCN(C(=O)CSc2nc(-c3ccco3)cc(C(F)(F)F)n2)CC1	0.91	777	-0.68	-0.18	-0.094	0.13	5.7	3.6	6.1	8%	-5.9	1146	i	5.4	1	-6	757	i	32
COc1cc(C2=NOC(C(=O)N3CCCc4ccccc43)C2)cc(OC)c1OC (stereo not drawn)	-0.19	1470	2.8	-0.2	1.9	-1.5	2.2	1.7	2.5	2%	-3.7	998	i	0.8	1	.	.	i	8
N=c1sccn1CC(=O)Nc1cccc2ccccc12	-0.31	956	-0.54	-0.3	-0.48	0.14	0.8	1.6	7.6	3%	.	.	i	2.1	1.1	4	772	i	16
CCOC(=O)N1CCN(c2ccc(Cl)cc2)CC1	0.22	1378	-0.59	-0.28	-0.65	0.83	1.6	2.6	6.2	-1%	-0.7	913	i	1.0	1.1	-31	651	i	41
Cc1cc(C)c(C#N)c(N2CCCC2)n1	-0.06	1867	-0.98	-0.27	-0.3	0.4	1.7	1.8	5.8	10%	0.4	1100	i	8.1	1.1	23	676	i	51
CCOC(=O)C(C)Sc1nnc(NC(=O)c2cccc([N+](=O)[O-])c2C)s1 (stereo not drawn)	-0.31	1444	1.4	-0.23	0.92	-1.3	5.9	1.4	5.8	-7%	0.3	1089	i	0.2	1.1	15	583	i	38
CCc1c(O)nc(SCC(N)=O)n(-c2ccccc2F)c1=O	.	.	-0.096	-0.1	0.18	0.76	3.3	3.7	8.8	13%	.	.	i	8.7	1.2	13	687	i	22
O=C(Nc1ccc2c(c1)OCO2)C1CC(c2ccccc2Cl)=NO1 (stereo not drawn)	-1.2	1218	2.2	-0.13	1	-0.69	5.2	2.2	3.2	-1%	3.3	1182	i	0.8	1.1	0	786	i	27
CC(Oc1ccccc1)C(=O)N1CCCc2ccccc21 (stereo not drawn)	.	.	0.55	-0.24	0.34	-0.77	1.6	1.7	8.0	14%	.	.	i	0.9	1.1	-2	703	i	26
C=CCOC(=O)COc1ccc2c(C)c(C)c(=O)oc2c1	-0.68	1447	0.66	-0.29	0.96	-0.18	1.1	1.4	4.3	-10%	3.0	641	i	1.4	1.1	.	.	i	9
CN(C)CCCO/N=C(\c1ccccc1)c1ccncc1	0.29	1462	0.69	-0.26	0.63	-0.65	6.4	2.6	8.8	-10%	1.8	1116	i	0.1	0.9	-10	635	i	40
Cn1c2ccccc2c2c(C(=O)N3CCN(c4ccc(F)cc4)CC3)cn(C3CCCC3)c(=O)c21	-2.3	1457	-0.5	-0.26	-0.32	0.58	2.4	1.8	4.6	17%	-1.3	1250	i	0.1	1.1	-39	713	i	20
O=C(O)/C=C\C(=O)Nc1ccc(Oc2ccc(Br)cc2)cc1	0.47	1472	-0.32	-0.3	-0.64	0.39	1.5	1.2	8.4	1%	-0.2	1508	i	0.4	1.1	6	699	i	38
Cc1ccc(C)c(-n2cc(CN3CCCN(C=O)CC3)c(-c3ccccc3)n2)c1	1.5	1428	-0.48	-0.15	-0.41	0.5	2.9	1.9	1.6	12%	-1.6	1065	i	0.2	1.1	-10	716	i	60
C=C1SC(=Nc2ccccc2Cl)N(C(=O)c2sc3ccccc3c2Cl)C1(C)C	0.08	1230	-0.18	-0.24	-0.35	1.5	.	.	.	.	2.0	1046	i	0.7	.	-14	735	i	32
COc1ccc(N2C(=O)c3ccccc3NC2c2ccc(OC)c(Cn3cc([N+](=O)[O-])cn3)c2)cc1 (stereo not drawn)	-0.61	994	-0.37	-0.78	-0.37	0.009	.	.	.	.	-0.9	1388	i	0.9	.	-7	643	i	10
CCN(CC)C(=O)CSc1nc2cc3c(cc2c(=O)n1CCCC(=O)NCCc1ccc(OC)c(OC)c1)OCO3	-1.5	1188	1.5	-0.3	0.77	-0.054	1.7	1.9	0.1	0%	0.1	1044	i	0.3	1.1	-4	662	i	52
Cc1ccc2cc3c(NC(=O)c4ccco4)nn(CC(C)C)c3nc2c1	0.31	1232	-0.78	-0.17	-0.068	0.43	2.6	1.4	5.3	10%	-1.7	873	.	.	1.1	.	.	i	48
CCOC(=O)N1CCN(C(=O)c2cn(CC)c3ccc(S(=O)(=O)N4CCCCC4)cc3c2=O)CC1	-0.36	1198	-0.35	-0.19	-0.47	1.5	2.6	1.8	1.5	1%	0.3	1110	i	0.4	1.1	-13	656	i	26
CC(C)n1c(O)c(N=NC(=O)C2COc3ccccc3O2)c2ccccc21 (stereo not drawn)	-0.29	1423	-1.3	0.065	-0.33	0.37	.	.	.	10%	3.1	1083	i	0.6	1	52*	749*	i	57

Some of the entries so far, with values under each structure:
The line under a structure holds: Insulin prom up	Insulin prom up cell count	Dynein transport	Dynein transport cytoplasmic EGFP	Dynein transport nuclear GR-EGFP	Dynein transport cell count	MT stabilizer	MT stabilizer Hoechst-high %	MT stabilizer cytotoxicity %	PMI inhibitors	bCat nuc transl	bCat nuc transl cell count 5 µM	Myeloid diff 2	Myeloid diff 2 GFP+ MAC1+ %	TNAP activators	Lipid droplet	Lipid droplet cells 6.5 µM	T cell HTS	T cell HTS vesicle-bound %
COc1ccccc1N1CCN(C(=O)CSc2nc(-c3ccco3)cc(C(F)(F)F)n2)CC1
    0.91	777	-0.68	-0.18	-0.094	0.13	5.7	3.6	6.1	8%	-5.9	1146	i	5.4	1	-6	757	i	32
N=c1sccn1CC(=O)Nc1cccc2ccccc12
    -0.31	956	-0.54	-0.3	-0.48	0.14	0.8	1.6	7.6	3%	.	.	i	2.1	1.1	4	772	i	16
CCCC(=O)Nc1nnc(SCC(=O)Nc2ccc3c(c2)OCCO3)s1
    0.01	1219	1.4	-0.26	0.87	-0.99	4.0	1.8	4.2	2%	-2.5	1117	i	0.2	1.1	6	715	i	8
C=C1SC(=Nc2ccccc2Cl)N(C(=O)c2sc3ccccc3c2Cl)C1(C)C
    0.08	1230	-0.18	-0.24	-0.35	1.5	.	.	.	.	2.0	1046	i	0.7	.	-14	735	i	32
